# Bioassay records: PubChem BioAssay, National Center for Advancing Translational Sciences (NCATS)
# Gal4-VP16 FLuc: inhibits Gal4-VP16 luciferase reporter, ROR gamma counter-screen; AID 2546; Potency, µM (top dose mostly 53.6 µM), for inactives: at the top dose activity, negative = inhibition, usual class: inhibitors; actives 3.5% (n = 310,000); Drosophila S2 Gal4-VP16 UAS-luciferase, luminescence, 20 h;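 note: Gal4-VP16 expression switched on by copper sulfate through the metallothionein promoter; potency is the fitted concentration of half-maximal effect; % is set by controls: 0 for no effect and ±100 for the full control effect; nearly all actives have a fitted effect of over 50% in size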
# KCNH2 3.1 inh: inhibitors of human KCNH2 3.1 potassium channel isoform; U2OS KCNH2 3.1, thallium flux FluxOr; stronger effect = lower value; activity change, % (tested at about 1.8 µM); actives 0.95% (n = 340,000); AID 720553;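 active = maximum activity change below -70%; inconclusive = maximum activity change from -70% to -50%; inactive = maximum activity change above -50%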;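 note: thallium influx rate constant from kinetic fluorescence after stimulation buffer; % is set by controls: 0 for no effect and ±100 for the full control effect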
#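 Thallium flux read-out: FluxOr dye with Red40 quencher in HBSS/HEPES, 45 min at RT. Rate constants from kinetic reads were normalized to positive and negative DMSO controls. Cells: U2OS virally expressing the 3.1 isoform.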
# MBNL1 CUG block: MBNL1-poly(CUG) RNA binding inhibition; actives 0.036% (n = 280,000); TR-FRET MBNL1-His/biotin-(CUG)12 binding, 665/545 ratio; Potency, µM (top dose mostly 57.5 µM), without a hit: top-dose activity change, negative = inhibition, most hits filed as inhibitors; Q9NR56; active = well fitted inhibition curve with a large enough effect in the signal ratio, with a control signal flat, not every such curve was filed as active; inconclusive = small, poorly fitted or top-dose-only effect, or effect the other way, or a change in a side signal; inactive = no such curve, though single readings can be large or run the other way; the % refers to the signal ratio; note: potency is the fitted concentration of half-maximal effect; % is set by controls: 0 for no effect and ±100 for the full control effect
# Target sequence (Q9NR56 whole entry, looked up): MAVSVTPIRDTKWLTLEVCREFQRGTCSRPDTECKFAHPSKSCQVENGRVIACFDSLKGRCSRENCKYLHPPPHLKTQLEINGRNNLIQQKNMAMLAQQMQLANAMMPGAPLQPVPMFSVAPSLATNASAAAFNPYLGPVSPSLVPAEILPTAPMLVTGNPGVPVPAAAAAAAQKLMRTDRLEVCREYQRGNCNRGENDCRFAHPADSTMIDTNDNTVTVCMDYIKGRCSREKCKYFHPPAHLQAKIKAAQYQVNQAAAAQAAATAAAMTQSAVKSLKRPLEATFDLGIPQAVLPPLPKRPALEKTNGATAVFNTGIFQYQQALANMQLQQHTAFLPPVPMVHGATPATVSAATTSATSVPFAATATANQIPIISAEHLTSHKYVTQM
#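 MBNL1-His + Biotin-(CUG)12, cpd titration 92 nM–58 uM; Tb anti-His Ab 0.055 ng/ul, SA-XL665 5 nM (final); 60 min RT; ratiometric 665/545 nm, Ex 340 nm; normalized to buffer and full-complex controls.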
# ELG1 repair inh: inhibitors of ELG1-dependent DNA repair in HEK293T cells | HEK293T ELG1-luciferase reporter, luminescence, 16 h; DNA damage induced by 5-fluorouridine | Potency, µM (doses to about 46.1 µM), for inactives: at the top dose activity change, negative = inhibition, actives largely listed as inhibitors | actives 2.3% (n = 330,000); note: potency is the fitted concentration of half-maximal effect; % is set by controls: 0 for no effect and ±100 for the full control effect; nearly all actives have a fitted effect of over 55% in size
#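 In this reporter screen, reduction of luminescence relative to DMSO vehicle indicated activity. Compounds and 5-fluorouridine were added together to 2,000 cells per well, incubated for 16 hr at 37 °C, then developed with ONE-Glo.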
# PKM2 act: increases activity of human pyruvate kinase M2; P14618; purified PKM2, Kinase-Glo ATP luminescence, activation; response scale: 0% is enzyme alone, no compound; Potency, µM (series often up to 57.5 µM), inactives show top-dose activation, actives largely listed as activators; actives 0.34% (n = 260,000); AID 1631; note: potency is the fitted concentration of half-maximal effect; % is set by controls: 0 for no effect and ±100 for the full control effect; nearly all actives have a fitted effect of over 55% in size
# Target sequence (P14618 whole entry, looked up): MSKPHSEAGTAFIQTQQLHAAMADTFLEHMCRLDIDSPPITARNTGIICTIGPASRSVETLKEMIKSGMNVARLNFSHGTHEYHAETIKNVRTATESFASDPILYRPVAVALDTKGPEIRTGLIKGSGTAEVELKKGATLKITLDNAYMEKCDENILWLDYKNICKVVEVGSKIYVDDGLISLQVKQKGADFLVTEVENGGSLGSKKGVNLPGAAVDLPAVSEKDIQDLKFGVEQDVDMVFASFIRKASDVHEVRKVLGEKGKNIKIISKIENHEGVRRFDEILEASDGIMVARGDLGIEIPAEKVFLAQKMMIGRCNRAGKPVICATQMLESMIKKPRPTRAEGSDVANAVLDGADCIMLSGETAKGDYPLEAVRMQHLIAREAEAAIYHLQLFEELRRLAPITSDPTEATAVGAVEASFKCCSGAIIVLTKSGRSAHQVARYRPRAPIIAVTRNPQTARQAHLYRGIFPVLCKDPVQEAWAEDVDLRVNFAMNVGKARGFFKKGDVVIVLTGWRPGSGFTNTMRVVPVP
#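 Kinase-Glo luminescence reports ATP generated from ADP (0.1 mM) and PEP (0.5 mM) by purified hPK-M2 after 1 h at room temperature, pH 7.2 imidazole buffer; intermediate enzyme activity allows detecting inhibitors and activators.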
# RORg inh: inhibitors of mouse ROR gamma transcriptional activity; P51450; Drosophila S2 Gal4-RORgamma UAS-luciferase reporter, 20 h; Potency, µM (doses to about 53.6 µM), without a hit: at the top dose activity change, negative = inhibition, hits mostly inhibitors; actives 5.4% (n = 310,000); note: potency is the fitted concentration of half-maximal effect; % is set by controls: 0 for no effect and ±100 for the full control effect; nearly all actives have a fitted effect of over 60% in size
#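 Drosophila Schneider cells stably carrying a metallothionein-driven Gal4 DBD–ROR gamma fusion and a UAS-Photinus luciferase reporter were exposed to compound for 1 hr, then induced with copper sulfate (700 uM final) for 20 hr at ambient temperature before luminescence reading.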
# Mito fusion act: mitochondrial division inhibition or fusion activation. AID 485298. Potency, µM (titrated, usually from 46.1 µM), inactives show at the top dose growth rescue (activation), most hits filed as activators. actives 0.23% (n = 320,000). S. cerevisiae fusion-defective mutant growth rescue, CellTiterGlo 48 h;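 note: potency is the fitted concentration of half-maximal effect; % of control where 0% means no effect; nearly all actives have a fitted effect of over 45% in size; temperature-sensitive fusion mutants such as fzo1-1 at 37 °C on non-fermentable ethanol glycerol medium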
#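 S. cerevisiae fusion-defective temperature-sensitive mutants (e.g. fzo1-1, mgm1-5) grown 48 h at 37C in YPEG (ethanol/glycerol non-fermentable) medium with 23 nl compound per well; growth rescue read as CellTiterGlo luminescence.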
# FLuc modulator: counter-screen for miR-21 project: firefly luciferase inhibitors or activators | AID 588342 | P08659 | Potency, µM (titrated, usually from 57.5 µM), inactives show at the highest dose activity change, negative = inhibition, most hits filed as inhibitors | actives 6.9% (n = 360,000) | purified FLuc, Km substrates, luminescence inhibition;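 note: potency is the fitted concentration of half-maximal effect; plate controls were vehicle for no effect and reference inhibitor for full effect; nearly all actives have a fitted effect of over 55% in size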
#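 Purified P. pyralis luciferase (10nM final) with 10uM D-luciferin and 10uM ATP (Km levels) in 50mM Tris acetate pH 7.5, 10mM Mg acetate, 0.01% Tween-20, 0.05% BSA; qHTS 6-point titration, ~60 µM downward; luminescence read.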
# Menin-MLL TR inh: menin-MLL binding inhibition, Texas Red mutant peptide | Menin + Texas Red MLL mutant peptide, fluorescence polarization | O00255 | Potency, µM (highest dose often 61.6 µM), without a hit: at the top dose FP activity change, negative = inhibition, hits mostly inhibitors | actives 0.23% (n = 270,000) | AID 1768; active = well fitted inhibition curve with a large enough effect in the polarisation, with a control signal flat, not every such curve was filed as active; inconclusive = small, poorly fitted or top-dose-only effect, or effect the other way, or a change in a side signal; inactive = no such curve, though single readings can be large or run the other way; the % refers to the polarisation; note: potency is the fitted concentration of half-maximal effect; % of control where 0% means no effect; many of its hits are not listed in these tables
# Rab9 promoter act: Rab9 promoter activation; actives 2.8% (n = 320,000); Huh7 Rab9 promoter-luciferase reporter, luminescence, 24 h; Potency, µM (highest dose often 9.22 µM), without a hit: at the highest dose activation, negative = inhibition, actives largely listed as activators; note: potency is the fitted concentration of half-maximal effect; % of control where 0% means no effect; nearly all actives have a fitted effect of over 60% in size
#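 Cell-based reporter: Huh7 stable for Rab9 promoter-driven luciferase, plated in reduced-serum medium with 10% FBS at 1500 cells/well, compound-treated 24 h at 37 °C, luminescence read after 10 min reagent.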
# NPC1 promoter act: NPC1 promoter activation | AID 485313 | Potency, µM (highest dose often 9.22 µM), inactives show at the highest dose activation, actives largely listed as activators | actives 2.4% (n = 320,000) | Huh7 NPC1 promoter luciferase reporter, 24 h;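 note: potency is the fitted concentration of half-maximal effect; % of control where 0% means no effect; nearly all actives have a fitted effect of over 60% in size; reporter is driven by a mutant NPC1 promoter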
#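 Stable NPC1-promoter luciferase Huh7 line; cpd (DMSO) 24 h, 37 °C, 5% CO2; Amplite luciferase reagent 10 min RT; luminescence readout. qHTS format.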
# The depositor's hits bear a star; ? = inconclusive; nt = no result given; & = joins results of further samples; [ ] = remark or other dose. Unless noted, calls come from the whole dose curve; as a rule, active = well fitted curve in the direction sought with a large enough effect; inconclusive = small, poorly fitted or top-dose-only effect, or another doubt; inactive = no such curve, though single readings can be large; an effect the other way counts as inactive or inconclusive. Not all compounds are listed; count on the stated rates, not on these rows.
SMILES,Gal4-VP16 FLuc,KCNH2 3.1 inh,MBNL1 CUG block,ELG1 repair inh,PKM2 act,RORg inh,Mito fusion act,FLuc modulator,Menin-MLL TR inh,Rab9 promoter act,NPC1 promoter act
CCCN(CC1CCCO1)C(=O)c1cc(COc2ccc(F)cc2F)on1 (stereo not given),19%,-6,-1%,-1%,0%,21%,-1%,-2%,2%,-1%,-1%
O=C(CSc1nnc(COc2ccccc2)n1Cc1ccco1)NCc1ccco1,2%,-20,-9%,0%,-2%,4%[10 µM],0%,0%,-3%,-7%,8%
COc1ccc(/C(N)=N/OC(=O)c2cc(-c3ccccc3)nc3ccccc23)cc1,7%,7,10%,7%,-5%,-8%,3%,?,-11%,-1%,2%
COc1ccc2nc(NC(=O)C3CCN(C(=O)c4ccco4)CC3)sc2c1,20%,-13,-11%,?,-3%,?,-6%,?,-10%,?,?
O=C(CN1CCN(S(=O)(=O)c2ccc(Cl)cc2)CC1)NC1CCCC1,6%,21,16%,4%,4%,-2%,-2%,-1%,nt,-4%,6%
Cn1c(C(=O)NC2CCCCC2)cc2c(=O)n3ccccc3nc21,-2%,-11,24%,?,nt,42%,18%,?,nt,?,?
CC(C)c1cc(O)c(-c2ccccc2)c(=O)n1-c1ccc(Cl)cc1,-5%,-8,-7%,14%,2%,-9%,2%,-3%,nt,2%,-2%
COc1ccc(-c2ncn(CCC#N)c2[N+](=O)[O-])cc1,-16%,7,?,?,-1%,26%,-8%,-3%,-13%,4%,-1%
Cc1cc(NS(=O)(=O)c2ccc(NC(=O)Cc3ccc([N+](=O)[O-])cc3)cc2)no1,2%,?,?,14%,1%,-7%,0%,-2%,15%,-1%,6%
CCn1nc(C)cc1C(=O)n1nc(C)c(Sc2ncccn2)c1C,-26%,-10,nt,2%,-4%,43%,2%,1%,nt,7%,-1%
COc1ccc(-c2nnc(SC(C(=O)c3c[nH]c4ccccc34)c3ccccc3)n2N)cc1OC (stereo not given),-10%,3,nt,?,-11%,?,-1%,-17%,?,-6%,6%
Cc1cc(N)n(-c2ccc([N+](=O)[O-])cc2)n1,1%,-2,?,?,-5%,-22%,-3%,-1%,-1%,2%,-3%
O=C(COC(=O)/C=C/c1cccc(Cl)c1)NC1CCCC1,nt,-10,nt,7%,nt,nt,-1%,-2%,nt,-4%,1%
O=C(N/N=C/c1ccc(F)c(F)c1)c1cc2c(s1)-c1ccccc1CC2,?,?,-5%,10%,-4%,?,-3%,1%,?,-1%,0%
Cc1ccc[n+](CC(=O)c2ccc(Br)cc2)c1C,1%,-4,1%,-1%,-8%[11.5 µM],-8%,4%,-4%,-5%,0%,-4%
CC(C)=NNc1nc(-c2ccc([N+](=O)[O-])cc2)cs1,2%,-4,?,17%,0%,-3%,-5%,?,?,12%,7%
O=C(c1cc(COc2ccccc2)on1)N1CCCC(CN2CCOCC2)C1 (stereo not given),22%,3,2%,?,nt,43%,0%,?,nt,-1%,-1%
COC(=O)C(NC(=O)CCc1c(C)nc2ncnn2c1C)C(C)C (stereo not given),-10%,15,1%,-1%,1%,-18%,-1%,3%,-2%,-3%,1%
COc1ccc(-c2cc(C(=O)N3CCN(c4ccccc4F)CC3)c3ccccc3n2)c(OC)c1,nt,5,-2%,5.8µM*,1%,nt,-25%,-3%,13%,-1%,-7%
COc1ccc([C@H]2CC(=O)C=C(c3ccc(SC)cc3)C2)cc1,nt,2,nt,0%,nt,nt,3%,1%,nt,1%,-2%
CS(=O)(=O)N1N=C(c2ccccc2)CC1c1ccc2c(c1)OCO2 (stereo not given),?,2,-14%,?,-1%,44%,3%,21µM*,?,2.8µM*,3.5µM*
CCc1ccc2c(c1)C(=O)C(=O)N2CC(=O)Nc1ccc(NC(=O)c2ccccn2)cc1,14%,4,22%,7%,-2%,-1%,-5%,-3%,?,0%,-1%
Cc1cc(=O)oc2cc(Oc3ncccc3[N+](=O)[O-])ccc12,6%,-13,?,1%,5%,9%,-2%,0%,?,-5%,1%
O=C1Nc2ccccc2N(O)N1c1ccc(S(=O)(=O)N2CCCCCC2)cc1,-2%,1,nt,-8%,0%,8%,-3%,3%,-1%,2%,-1%
COc1ccccc1NS(=O)(=O)c1cccc(C(=O)N/N=C/c2c(CO)cnc(C)c2O)c1,nt,-26,nt,?,nt,nt,2%,3%,nt,-18%,-2%
Cc1cn(C2OC(COC(=O)c3ccccc3)C(OC(=O)c3ccccc3)C2OC(=O)c2ccccc2)c(=O)[nH]c1=O (stereo not given),-19%,-12,7%,4.6µM*,-8%,31%,6%,-2%,-6%,2%,4%
CCCCC(NC(=O)Cc1c(C)c2cc3c4c(oc3cc2oc1=O)CCCC4)C(=O)O (stereo not given),-9%,-3,7%,20%,nt,?,5%,19µM*,-11%,6%,-1%
O=C(N/N=C/c1cc2ccccc2nc1Cl)c1ccncc1,-3%,-16,?,-13%,-5%,-36%,-3%,3%,11%,-3%,-4%
CCOc1ccccc1C(=O)N1CCN(C(c2ccccc2)c2ccccc2)CC1,-4%,10,-7%,0%,-1%,?,-1%,-1%,-1%,-14%,-2%
O=C(CCNS(=O)(=O)c1ccc(Br)s1)Nc1ccc(Cl)cc1,-4%,12,-7%,-2%,-10%,19%,8%,-2%,nt,-1%,3%
Cc1ccc(NC(=O)C2C3CCCC2C3c2ccccc2)cc1 (stereo not given),3%,-35,-14%,21%,?,9%,-5%,1%,0%,0%,-1%
CNS(=O)(=O)c1cccc(C(=O)OCC(=O)N2CCCC2)c1,-13%,-13,-5%,19%,nt,12%,-22%,-2%,0%,10%,-4%
Cc1onc(-c2c(F)cccc2Cl)c1C(=O)Nc1nnc(-c2ccccc2)s1,?,0,24%,-18%,8%,14µM*,0%,-1%,-1%,0%,-1%
CCc1nc2cc(C)nn2c2nc3ccccc3n12,-23%,-1,6%,6%,8%,?,1%,-2%,-4%,-1%,2%
CN(C)C(=O)C(NC(=O)c1ccccc1)=C(Cl)Cl,-2%,7,-2%,10%,-5%,2%,1%,4%,-5%,-1%,1%
O=C(CCc1nc2ccccc2c(=O)[nH]1)NCc1ccccn1,2%,-3,6%,10%,-3%,-17%,-3%,-5%,-12%,-3%,0%
COCCN=C1N[C@@H](c2ccccc2)C(C(=O)OC)=C(C)N1Cc1ccccc1,-13%&6%,16,5%&-4%,9%,4%&-1%,-6%&0%,0%&-3%,1%&-1%,-5%&-17%,17%&-1%,1%&3%
COc1ccc2nc3ccccc3nc2c1N,16µM*,6,?,?,7%,?,-1%,4.8µM*,nt,3.2µM*,2.2µM*
O=C(Nc1nc2ccc(S(=O)(=O)N3CCCC3)cc2s1)C1CCCCC1,-13%,-2,7%,?,-16%,5%,24%,0%,-22%,-24%,-33%[inhibitor]
CC(C)Cn1c(S(=O)(=O)O)nc2ccccc21,?,4,-8%,-19%,-16%,-24%,-3%,-3%,nt,1%,-6%
O=C(Nc1cccc(Cl)c1)c1ccc(F)c(S(=O)(=O)NCc2ccc3c(c2)OCO3)c1,-27%,6,-27%,?,9%,?,14%,1%,18%,-4%,-4%
O=C(/C=C/c1ccco1)NC(=S)N1CCCCC1,22µM*,9,12%,?,nt,4µM*,-13%,-17%,nt,23%,19%
CNC(=O)c1ccc(-c2ccc(Cl)c(Cl)c2)s1,3%,5,?,?,0%,43%,4%,?,0%,?,19%
Cc1ccn(CC(=O)N2CCCC(N3CCN(c4ccc(F)cc4)CC3)C2)n1 (stereo not given),-1%,-10,-14%,3%,6%,-24%,0%,11%,0%,-7%,-5%
CCCn1c(=S)[nH]c2ccccc2c1=O,7.9µM*,-23,-1%,0%,-5%,2.8µM*,-3%,13µM*,-22%,-10%,-9%
CCOC(=O)N1CCN(C(=O)CN(C)S(=O)(=O)c2ccc(Cl)cc2)CC1,8%,5,3%,-1%,nt,2%,3%,-1%,3%,-2%,3%
COc1ccccc1C(=O)Nc1ccnn1C1CCN(CCCC2CCCC2)CC1,2%,-114*,-9%,4%,nt,-15%,9%,3%,?,-4%,0%
